TDP1 cell noCPT – qHTS for Inhibitors of human tyrosyl-DNA phosphodiesterase 1 (TDP1): qHTS in cells in absence of CPT | DT40 Tdp1-/- hTDP1 cells, no CPT, ATP luminescence, 48 h | Potency, µM (titrated, usually from 46.2 µM), inactives show at the top dose activity change, negative = growth inhibition, hits mostly inhibitors | actives 15% (n = 420,000); further: nearly all actives have a fitted effect of over 55% in size
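Luminescent ATP content (CellTiter-Glo) served as the growth readout. Knockout chicken DT40 cells expressing human TDP1 were exposed to compounds without camptothecin for a minimum 48 hr at 37 °C.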
DT40 TDP1 CPT – DT40-hTDP1 cell growth loss with CPT; chicken DT40 Tdp1-/-;hTDP1 cells + 20 nM CPT, ATP luminescence, 48 h; Potency, µM (highest dose often 46.2 µM), for inactives: at the top dose activity change, negative = growth inhibition, hits mostly inhibitors; actives 12% (n = 420,000); AID 686979; further: nearly all actives have a fitted effect of over 55% in size
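Cell growth measured by CellTiter-Glo luminescence after a minimum 48 h, 37 C compound exposure with 20 nM CPT in Tdp1-knockout DT40 cells stably expressing hTDP1, seeded 400/well; qHTS titration format.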
TDP1 inh – blocks human tyrosyl-DNA phosphodiesterase 1. Q9NUW8. recombinant TDP1, AlphaScreen DNA substrate cleavage. Potency, µM (titrated, usually from 130 µM), inactives show at the top dose activity change, negative = inhibition, usual class: inhibitors. actives 0.28% (n = 350,000). AID 485290; further: nearly all actives have a fitted effect of over 40% in size
Target sequence (Q9NUW8 whole entry, looked up): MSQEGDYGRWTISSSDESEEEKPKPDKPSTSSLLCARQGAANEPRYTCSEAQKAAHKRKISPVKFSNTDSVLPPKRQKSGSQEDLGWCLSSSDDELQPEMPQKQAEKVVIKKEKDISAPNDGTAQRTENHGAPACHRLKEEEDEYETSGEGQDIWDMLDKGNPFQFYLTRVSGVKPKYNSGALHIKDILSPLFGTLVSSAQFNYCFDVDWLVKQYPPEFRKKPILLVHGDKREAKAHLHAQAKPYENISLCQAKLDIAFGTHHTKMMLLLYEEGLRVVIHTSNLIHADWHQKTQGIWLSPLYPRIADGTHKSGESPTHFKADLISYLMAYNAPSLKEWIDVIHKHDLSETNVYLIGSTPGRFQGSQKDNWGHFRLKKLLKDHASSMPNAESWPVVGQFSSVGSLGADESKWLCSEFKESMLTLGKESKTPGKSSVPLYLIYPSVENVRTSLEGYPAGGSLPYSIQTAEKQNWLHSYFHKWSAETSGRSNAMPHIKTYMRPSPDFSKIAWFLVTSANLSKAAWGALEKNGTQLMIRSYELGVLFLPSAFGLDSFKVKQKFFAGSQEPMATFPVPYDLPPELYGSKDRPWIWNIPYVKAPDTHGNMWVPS
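AlphaScreen read-out: signal falls as enzyme removes the 3' tyrosine-FITC from a 5'-biotinylated DNA oligo (15 nM, 5 min, RT). Enzyme was E. coli-made recombinant Tdp1 at 1 nM, exposed to compound for 15 min beforehand; beads 10 ug/ml, 10 min.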
Starred values were filed as active, the others as inactive; [ ] = dose if it differs, or a comment. The call rests on the fitted dose curve; in most records, active means well fitted curve in the direction sought with a large enough effect; inconclusive means small, poorly fitted or top-dose-only effect, or another doubt; inactive means no such curve, though single readings can be large; an effect the other way counts as inactive or inconclusive. On the % scale 0 is the no-effect control and ±100 the full control effect; potency means the concentration at half of the fitted maximal effect.

`COc1ccc(/C(O)=C2/C(=O)C(=O)N(CCCC(=O)O)C2c2ccc(OC)cc2)cc1` (stereo not given) gave TDP1 cell noCPT 2%, DT40 TDP1 CPT 7% and TDP1 inh -6%.
`CCC(=O)NC(C)C(c1cccs1)N1CCN(c2ccccc2)CC1` (stereo not given) gave TDP1 cell noCPT -10%, DT40 TDP1 CPT inconclusive and TDP1 inh 1%.
`COC(=O)c1ccc(CN2CCCC(CO)(Cc3ccccc3F)C2)cc1` (stereo not given) gave TDP1 cell noCPT -8% and DT40 TDP1 CPT -26%.
Screening Nc1nc(Nc2ccc(Cl)cc2)nc2ccccc12 returned TDP1 cell noCPT 5.8µM*, DT40 TDP1 CPT 7.3µM* and TDP1 inh 0%.
For CC(=O)Oc1c(Cl)cc(N(C(C)=O)S(=O)(=O)c2ccccc2)c2ccccc12 the results were TDP1 cell noCPT 4.6µM* and DT40 TDP1 CPT 10µM*.
Screening COc1ccc(S(=O)(=O)Nc2ccc(F)c(Cl)c2)cc1OC returned TDP1 cell noCPT inconclusive, DT40 TDP1 CPT -13% and TDP1 inh -6%.
Screening COC(=O)c1ccc(OC(=O)CCS(=O)(=O)c2ccc(C)cc2)cc1 returned TDP1 cell noCPT 11%, DT40 TDP1 CPT 2% and TDP1 inh 7%[0.505 µM].
Screening CCOC(=O)c1ccc(NC(=O)Cn2cnc3sc(C(=O)OCC)c(C)c3c2=O)cc1 returned TDP1 cell noCPT -10%, DT40 TDP1 CPT -27% and TDP1 inh -1%.
Screening O=S(=O)(Nc1cccc(CCc2ccccn2)c1)c1ccc(Cl)cc1 returned TDP1 cell noCPT inconclusive, DT40 TDP1 CPT inconclusive and TDP1 inh 7%.
For COC(=O)c1c(OCc2ccc(F)cc2)cc(=O)n2c1CCN(Cc1ccc3cccnc3c1)CC2 the results were TDP1 cell noCPT -16% and DT40 TDP1 CPT 9%[9.04 µM].
Screening CSc1nsc(SC)c1C(=O)Nc1ccc(C(C)(C)C)cc1 returned TDP1 cell noCPT inconclusive, DT40 TDP1 CPT inconclusive and TDP1 inh 0%.
For CN(C)C(=O)CSc1nnc(CCCCCNC(=O)OC(C)(C)C)o1 the results were TDP1 cell noCPT -9%, DT40 TDP1 CPT inconclusive and TDP1 inh 6%.
`CC(C)(C)C1(O)CC(C(F)(F)F)=NN1C(=O)CCc1ccccc1` (stereo not given) gave TDP1 cell noCPT -19%, DT40 TDP1 CPT -18% and TDP1 inh -3%.
For CC(C)CN(C(=O)c1cc([N+](=O)[O-])cc([N+](=O)[O-])c1)C1CCS(=O)(=O)C1 (stereo not given) the results were TDP1 cell noCPT -2% and DT40 TDP1 CPT -11%.
Screening Cc1ccc(NC(=O)C2=CC(c3ccc4c(c3)OCO4)=NS(=O)(=O)N2C)cc1 returned TDP1 cell noCPT -20%, DT40 TDP1 CPT 1% and TDP1 inh 11%.
Cc1cc(C)c(C)c(OCC(=O)NCC2CCCO2)c1 (stereo not given) was read as TDP1 cell noCPT -12%, DT40 TDP1 CPT inconclusive and TDP1 inh 5%.
COCCN(C(=O)COC(=O)c1ccc(C=O)cc1)c1c(N)n(Cc2ccccc2)c(=O)[nH]c1=O was read as TDP1 cell noCPT -12%, DT40 TDP1 CPT 0% and TDP1 inh 2%.
O=C(COc1ccccc1Cl)c1ccc2c(c1)CCCC2 was read as TDP1 cell noCPT -22%, DT40 TDP1 CPT -24% and TDP1 inh -13%.
O=C(C(Cc1ccc(Cl)cc1)NS(=O)(=O)c1ccccc1)N1CC[C@@]2(O)CCCC[C@H]2C1 (stereo not given in full) was read as TDP1 cell noCPT inconclusive, DT40 TDP1 CPT inconclusive and TDP1 inh 5%.
Screening CC1CCCC(C)N1C(=O)CN1C(=O)c2ccccc2S1(=O)=O (stereo not given) returned TDP1 cell noCPT 1%, DT40 TDP1 CPT 1% and TDP1 inh 0%[56.1 µM].
O=c1c(-c2ccc(F)cc2)nc2cnc(Nc3ccccc3)nc2n1C1CC1 was read as TDP1 cell noCPT -4% and DT40 TDP1 CPT 2%.
Screening CCN1CCN(C(C(=O)NC2CCCC2)c2ccc(Cl)cc2)CC1 (stereo not given) returned TDP1 cell noCPT -13%, DT40 TDP1 CPT -22% and TDP1 inh 0%.
`CCCCn1nnc(NC(=S)NC(=O)c2ccc(-c3cccc(Cl)c3Cl)o2)n1` gave TDP1 cell noCPT 23µM*, DT40 TDP1 CPT 10µM* and TDP1 inh 8%.
`COC(=O)[C@H](CCSC)NC(=O)NCCC1=CCCCC1` gave TDP1 cell noCPT -3%, DT40 TDP1 CPT -5% and TDP1 inh -1%.
`O=C(CSc1ccc2nnc(-c3ccncc3)n2n1)NCC1CCCO1` (stereo not given) gave TDP1 cell noCPT -7% and DT40 TDP1 CPT 14%.
For Cc1c(C(=O)NC2CCCc3ccccc32)cccc1[N+](=O)[O-] (stereo not given) the results were TDP1 cell noCPT 13µM* and DT40 TDP1 CPT inconclusive.
`Cc1cc(OCC(=O)N(Cc2ccccc2)C2CCS(=O)(=O)C2)ccc1Cl` (stereo not given) gave TDP1 cell noCPT -3%, DT40 TDP1 CPT -26% and TDP1 inh 2%.
For O=C(NC(=O)c1cccc(OC(F)(F)C(F)F)c1)OC1CCS(=O)(=O)C1 (stereo not given) the results were TDP1 cell noCPT -15%, DT40 TDP1 CPT 5% and TDP1 inh 3%.
For CCC(=O)N(Cc1cc2cc(OC)ccc2[nH]c1=O)c1cccc(C)c1 the results were TDP1 cell noCPT inconclusive, DT40 TDP1 CPT -20% and TDP1 inh 4%.
For CCOc1ccc(-n2c(C)cc(C(=O)CCl)c2C)cc1 the results were TDP1 cell noCPT 4.6µM*, DT40 TDP1 CPT 2.9µM* and TDP1 inh 3%.
For COc1ccc(NS(=O)(=O)c2cccc(C(=O)NNC(=O)c3ccc(NC(C)=O)cc3)c2)cc1 the results were TDP1 cell noCPT 0%, DT40 TDP1 CPT 14% and TDP1 inh -13%.
`COc1cc(C2NCCC(=O)C2(C)C)cc(OC)c1OC` (stereo not given) gave TDP1 cell noCPT -8%, DT40 TDP1 CPT -2% and TDP1 inh 3%.
O=c1[nH]c(=O)c2nc3c4ccccc4c4ccccc4c3nc2[nH]1 was read as TDP1 cell noCPT 5.2µM* and DT40 TDP1 CPT 8.2µM*.
Cc1cccc(-c2ccc3c(c2)C2CC3CCN2C(=O)OCc2ccccc2)c1 (stereo not given) was read as TDP1 cell noCPT inconclusive and DT40 TDP1 CPT inconclusive.
For Cc1ccc(C(=O)NCC2(c3ccccc3)CCCC2)cc1 the results were TDP1 cell noCPT 12µM*, DT40 TDP1 CPT 12µM* and TDP1 inh -8%.
O=C(C1CCCN1S(=O)(=O)c1ccc(Cl)cc1)N1CCCCC1 (stereo not given) was read as TDP1 cell noCPT -9%, DT40 TDP1 CPT -3% and TDP1 inh 3%.
`Nc1ncnc2[nH]c(=S)[nH]c12` gave TDP1 cell noCPT -18% and DT40 TDP1 CPT -17%.
`CN(Cc1ccco1)c1cc(-c2cccc(C#N)c2)ncn1` gave TDP1 cell noCPT -16% and DT40 TDP1 CPT -2%.
Screening CCOC(=O)C1CCN(CC(=O)Nc2ccc(S(=O)(=O)N3CCC(C)CC3)cc2)CC1 returned TDP1 cell noCPT 21µM* and DT40 TDP1 CPT inconclusive.
`COc1cc(/C=C/C(=O)O)cc(S(=O)(=O)Nc2ccc3[nH]c(=O)[nH]c3c2)c1OC` gave TDP1 cell noCPT -9%, DT40 TDP1 CPT -10% and TDP1 inh 5%.
Screening Fc1ccccc1Cc1cn2cc(-c3ccc(Cl)cc3)nc2s1 returned TDP1 cell noCPT -24%, DT40 TDP1 CPT inconclusive and TDP1 inh 0%.
Screening C[C@H](O)[C@@H]1C(=O)N2CCc3c([nH]c4ccccc34)[C@@H]2C[C@@H]1N(C)Cc1ccc(Cl)cc1 returned TDP1 cell noCPT 29µM* and DT40 TDP1 CPT inconclusive.
For COc1ccc(CN(C(=O)Nc2ccccc2)c2ccccn2)cc1OC the results were TDP1 cell noCPT -18%, DT40 TDP1 CPT 3% and TDP1 inh 4%.
Screening Cn1c(=O)c2cc3ccc(Cl)cc3nc2n(C)c1=O returned TDP1 cell noCPT -19%, DT40 TDP1 CPT -7% and TDP1 inh 4%.
For COc1cc(/C=C2/SC(=O)N(Cc3ccccc3)C2=O)ccc1OCc1ccncc1 the results were TDP1 cell noCPT 12µM*, DT40 TDP1 CPT 16µM* and TDP1 inh -8%.
CCN1C(=O)c2ccccc2S(=O)(=O)c2ccc(C(=O)NCc3ccc(OC)cc3)cc21 was read as TDP1 cell noCPT inconclusive, DT40 TDP1 CPT -18% and TDP1 inh -1%.
`O=C(NCc1ccccc1F)C1CCCN(c2cnccn2)C1` (stereo not given) gave TDP1 cell noCPT 7%, DT40 TDP1 CPT 13% and TDP1 inh 6%.
O=C(COc1c(F)c(F)cc(F)c1F)NNC(=O)CC1CCS(=O)(=O)C1 (stereo not given) was read as TDP1 cell noCPT 1%, DT40 TDP1 CPT 6% and TDP1 inh 0%.
`O=C(NCC1CCCO1)c1ccc([N+](=O)[O-])o1` (stereo not given) gave TDP1 cell noCPT -8%, DT40 TDP1 CPT inconclusive and TDP1 inh 4%.
Screening O=c1nc(-c2ccccc2)c2cc(Br)ccc2[nH]1 returned TDP1 cell noCPT 0.23µM* and DT40 TDP1 CPT 0.33µM*.
Screening Cc1ccccc1N1Cc2ccccc2C1=O returned TDP1 cell noCPT 4% and DT40 TDP1 CPT 5%.
`COC(=O)c1sccc1-n1cccc1C(=O)C(=O)N1CCCCC1` gave TDP1 cell noCPT -11%, DT40 TDP1 CPT -6% and TDP1 inh -14%.
For CC1OC(COCc2ccccc2)Cc2[nH][nH]c(=O)c21 (stereo not given) the results were TDP1 cell noCPT -18% and DT40 TDP1 CPT -1%.
CCc1ccc(CNC(=O)CCCn2c(=O)c3cccn3c3cccnc32)cc1 was read as TDP1 cell noCPT inconclusive, DT40 TDP1 CPT 16µM* and TDP1 inh 3%.
c1ccc2[nH]c(CN3CCCCCC3)nc2c1 was read as TDP1 cell noCPT -19%, DT40 TDP1 CPT -12% and TDP1 inh 3%.
COc1ccc(CNC(=O)Cn2c(=O)n3nc(-c4cccc(F)c4)nc3c3ccccc32)cc1OC was read as TDP1 cell noCPT -7%, DT40 TDP1 CPT -4% and TDP1 inh 0%.
`CON1C(=O)CN(C(C)=O)C1c1ccc(Cl)cc1Cl` (stereo not given) gave TDP1 cell noCPT -4%, DT40 TDP1 CPT -3% and TDP1 inh 2%.
For O=C(Nc1ccc2c(c1)CCC2)c1ccc(F)cc1 the results were TDP1 cell noCPT 6%, DT40 TDP1 CPT 8% and TDP1 inh -1%.

Part of the list above in order of number of heavy atoms, lowest first:
Screening Cc1ccccc1N1Cc2ccccc2C1=O returned TDP1 cell noCPT 4% and DT40 TDP1 CPT 5%.
Screening O=c1nc(-c2ccccc2)c2cc(Br)ccc2[nH]1 returned TDP1 cell noCPT 0.23µM* and DT40 TDP1 CPT 0.33µM*.
For O=C(Nc1ccc2c(c1)CCC2)c1ccc(F)cc1 the results were TDP1 cell noCPT 6%, DT40 TDP1 CPT 8% and TDP1 inh -1%.
For CC1OC(COCc2ccccc2)Cc2[nH][nH]c(=O)c21 (stereo not given) the results were TDP1 cell noCPT -18% and DT40 TDP1 CPT -1%.
`O=C(NCc1ccccc1F)C1CCCN(c2cnccn2)C1` (stereo not given) gave TDP1 cell noCPT 7%, DT40 TDP1 CPT 13% and TDP1 inh 6%.
`COC(=O)c1sccc1-n1cccc1C(=O)C(=O)N1CCCCC1` gave TDP1 cell noCPT -11%, DT40 TDP1 CPT -6% and TDP1 inh -14%.
O=C(COc1c(F)c(F)cc(F)c1F)NNC(=O)CC1CCS(=O)(=O)C1 (stereo not given) was read as TDP1 cell noCPT 1%, DT40 TDP1 CPT 6% and TDP1 inh 0%.
CCc1ccc(CNC(=O)CCCn2c(=O)c3cccn3c3cccnc32)cc1 was read as TDP1 cell noCPT inconclusive, DT40 TDP1 CPT 16µM* and TDP1 inh 3%.
For COc1cc(/C=C2/SC(=O)N(Cc3ccccc3)C2=O)ccc1OCc1ccncc1 the results were TDP1 cell noCPT 12µM*, DT40 TDP1 CPT 16µM* and TDP1 inh -8%.
CCN1C(=O)c2ccccc2S(=O)(=O)c2ccc(C(=O)NCc3ccc(OC)cc3)cc21 was read as TDP1 cell noCPT inconclusive, DT40 TDP1 CPT -18% and TDP1 inh -1%.
COc1ccc(CNC(=O)Cn2c(=O)n3nc(-c4cccc(F)c4)nc3c3ccccc32)cc1OC was read as TDP1 cell noCPT -7%, DT40 TDP1 CPT -4% and TDP1 inh 0%.

Screening data from PubChem BioAssay.

The order is random; 18% or so of the library scored in one or more.
